CF NFkB block – inhibitors of PAF-induced NF-kB signaling, primary screen, cell-based, GFP fluorescence, uHTS; AID 588850, 2011; 360,000 compounds, 0.86% hits; inhibition, % at 5 µM; KKLEB NF-kB-GFP reporter, GFP fluorescence overnight;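 active = at least 50% inhibition at 5 µM, scaled per plate between neutral and stimulator controls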;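 note: PAF is a Pseudomonas aeruginosa culture filtrate used as stimulus; plate controls were PAF-stimulated DMSO wells for no effect and unstimulated DMSO wells for full effect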
NR2F2 inh – NR2F2 transcriptional activity inhibitors, primary screen, cell-based, luciferase reporter, HEK293T, luminescence | inhibition, % at 8.6 µM | AID 686940, 2013 | HEK293T NGFI-A luciferase reporter | 370,000 compounds, 0.7% hits | COUP transcription factor 2 (Homo sapiens), P24468;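 active = inhibition above a per-plate cutoff, mean inhibition of test wells between control levels plus 3 SD, cut at about 38% in these data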;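 note: cells cotransfected with COUP-TFII expression vector driving the NGFI-A reporter; 0% = median of COUP-TF2 test wells and 100% = reporter-only cells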
Shn3 3UTR inh – reduction of Shn3 3'UTR firefly luciferase signal, primary screen, Schnurri-3 inhibitor project, cell-based, Clone20 osteoblasts, set 2; Clone20 osteoblast Shn3 3'UTR firefly luciferase, 24 h; inhibition, % at 12.5 µM; 360,000 compounds, 0.52% hits; AID 588674, 2011;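 active = mean inhibition of at least 75% with every replicate also reaching 75%; inconclusive = mean inhibition at least 75% but some replicate below; inactive = mean inhibition below 75%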;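 note: 0% = median of neutral control wells and 100% = pilot-screen positive control compound; some compounds past the cut are filed as inactive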
TRAIL sens C8 – viability loss with TRAIL in NB7+C8 cells, primary screen, TRAIL sensitizer project, cell-based, ATPlite luminescence; AID 624354, 2012; 360,000 compounds, 1% hits; inhibition (viability loss, TRAIL sensitization), % at 10 µM;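 active = compounds causing at least 50% loss of cell viability in the single-dose screen, relative to plate controls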
LMP1 NFkB inh – EBV LMP1-driven NF-kappaB luciferase reporter inhibitors, primary screen, cell-based, luminescence, single point; 350,000 compounds, 0.69% hits; AID 504558, 2011; LMP1-induced NF-kappaB luciferase reporter cells; inhibition, % at 12.5 µM; in the data active = inhibition above about 41%; inconclusive = no clear call, values can overlap the other calls;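 note: 0% = neutral control wells and 100% = reference inhibitor control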
SRC3 inh – SRC3 coactivator transcriptional activity inhibitors, primary screen, cell-based, luminescence | Nuclear receptor coactivator 3 (Homo sapiens), Q9Y6Q9 | HEK293 GAL4-SRC3 luciferase reporter | inhibition, % at 3.6 µM | 360,000 compounds, 0.17% hits;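 active = inhibition above a per-campaign cutoff, the mean of all compounds plus 3 SD, cut at about 60% in these data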;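 note: 0% = DMSO-treated cells and 100% = gossypol-treated cells at 36 µM; higher means less SRC3-driven luciferase light from the GAL4 reporter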
LRH-1 inv ag – LRH-1 (NR5A2) inverse agonists, primary screen, cell-based, luminescence, HEK293T, StAR-luciferase reporter. Nuclear receptor subfamily 5 group A member 2 (Homo sapiens), O00482. LRH-1 transfected, 24 h. inhibition, % at 3.6 µM. 360,000 compounds, 0.13% hits. AID 602396, 2012;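 active = inhibition above the mean inhibition of all tested compounds plus 3 SD, cut at about 73% in these data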;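 note: 0% = DMSO wells and 100% = reporter-only cells lacking LRH-1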
TROY NFkB inh – inhibitors of TROY-driven NF-kB signaling, primary screen, Q293 LMP1-TROYcd cells, NF-kB luciferase, uHTS; Q293 LMP1-TROYcd NF-kB luciferase reporter, 4 h; AID 1347056, 2019; inhibition, % at 10 µM; 360,000 compounds, 0.98% hits;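 active = compounds whose plate-normalised and pattern-corrected inhibition of the luciferase reporter signal at the single screening dose is 50% or more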
TWEAK Fn14 block – inhibitors of TWEAK-Fn14 signaling, primary screen, luciferase reporter cells, uHTS | AID 1159606, 2016 | 360,000 compounds, 2% hits | TWEAK-stimulated Fn14 reporter cells, luciferase luminescence, 8 h | inhibition, % at 10 µM; in the data active = inhibition above about 50%
SRC1 inh – SRC1 coactivator transcriptional activity inhibitors, primary screen, cell-based, luminescence; Nuclear receptor coactivator 1 (Homo sapiens), Q15788; HEK293 GAL4-SRC1 luciferase reporter; inhibition, % at 3.6 µM; 360,000 compounds, 0.12% hits; AID 588354, 2011;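 active = inhibition above the campaign mean plus 3 SD, with each screening campaign given its own cutoff, cut at about 60% in these data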;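 note: 0% = DMSO treated cells and 100% = gossypol at 36 µM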
Target sequence (Q15788 whole entry, looked up, the tested form may be a part): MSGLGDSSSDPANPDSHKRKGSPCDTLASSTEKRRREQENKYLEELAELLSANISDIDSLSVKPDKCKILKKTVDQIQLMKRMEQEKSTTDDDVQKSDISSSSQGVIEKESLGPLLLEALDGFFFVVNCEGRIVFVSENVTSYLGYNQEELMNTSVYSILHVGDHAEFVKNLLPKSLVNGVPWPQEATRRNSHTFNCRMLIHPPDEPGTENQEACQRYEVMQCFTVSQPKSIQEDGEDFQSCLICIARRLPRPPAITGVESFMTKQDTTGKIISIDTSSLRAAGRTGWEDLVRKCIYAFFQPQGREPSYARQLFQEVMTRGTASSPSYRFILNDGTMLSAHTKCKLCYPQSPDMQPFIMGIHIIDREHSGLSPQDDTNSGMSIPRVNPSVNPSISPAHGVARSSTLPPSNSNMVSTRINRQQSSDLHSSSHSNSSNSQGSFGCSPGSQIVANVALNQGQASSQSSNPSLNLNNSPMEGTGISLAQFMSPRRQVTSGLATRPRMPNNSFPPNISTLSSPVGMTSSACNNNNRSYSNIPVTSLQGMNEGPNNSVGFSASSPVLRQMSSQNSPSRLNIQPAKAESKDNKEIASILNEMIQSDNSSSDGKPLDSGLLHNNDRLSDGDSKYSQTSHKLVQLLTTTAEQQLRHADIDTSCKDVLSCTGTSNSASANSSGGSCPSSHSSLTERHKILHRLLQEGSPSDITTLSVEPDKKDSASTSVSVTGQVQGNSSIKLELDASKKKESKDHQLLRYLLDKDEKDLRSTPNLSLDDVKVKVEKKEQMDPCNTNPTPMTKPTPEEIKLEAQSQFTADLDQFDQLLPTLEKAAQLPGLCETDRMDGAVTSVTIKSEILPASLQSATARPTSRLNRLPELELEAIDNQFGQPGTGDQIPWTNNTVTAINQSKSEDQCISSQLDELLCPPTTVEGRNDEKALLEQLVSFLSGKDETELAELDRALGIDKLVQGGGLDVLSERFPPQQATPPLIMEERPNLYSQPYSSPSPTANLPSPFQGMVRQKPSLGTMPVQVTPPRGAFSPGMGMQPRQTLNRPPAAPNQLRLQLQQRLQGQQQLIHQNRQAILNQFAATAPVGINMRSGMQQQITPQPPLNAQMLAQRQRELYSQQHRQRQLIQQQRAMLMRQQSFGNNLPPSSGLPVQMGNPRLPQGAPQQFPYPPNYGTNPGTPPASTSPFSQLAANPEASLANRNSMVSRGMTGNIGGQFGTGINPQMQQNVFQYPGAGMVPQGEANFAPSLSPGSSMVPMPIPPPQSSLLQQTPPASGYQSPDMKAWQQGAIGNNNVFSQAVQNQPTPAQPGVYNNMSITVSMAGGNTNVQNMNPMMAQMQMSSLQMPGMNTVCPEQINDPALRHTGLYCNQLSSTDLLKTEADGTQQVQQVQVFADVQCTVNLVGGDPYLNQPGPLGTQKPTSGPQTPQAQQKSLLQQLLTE
KKLEB tox – cytotoxicity in KKLEB CF airway cells, primary screen, cytotoxicity control for CF NF-kB inhibitor project, cell-based, uHTS, fluorescence assay plates | KKLEB CF airway cells viability, ATPlite luminescence, overnight; stronger effect = lower value; cells stimulated with P. aeruginosa culture filtrate | activity change (cytotoxicity), % at 5 µM | 360,000 compounds, 0.36% hits;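 active = corrected activity change at or below -50% at 5 µM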
Numbers without * were called inactive; u = inconclusive; x = no result given; & = joins results of further samples. Only part of the results is shown; rates above refer to the full screens.

SMILES	CF NFkB block	NR2F2 inh	Shn3 3UTR inh	TRAIL sens C8	LMP1 NFkB inh	SRC3 inh	LRH-1 inv ag	TROY NFkB inh	TWEAK Fn14 block	SRC1 inh	KKLEB tox
COc1ccc(C(Nc2ccccc2)P(=O)(Oc2ccccc2)Oc2ccccc2)cc1 (stereo not drawn)	-15	-21	16	-11	10	17	14	-37	-5	-9	10
O=c1c2ccccc2nc(C[n+]2ccccc2)n1-c1cccc(C(F)(F)F)c1	8	8	-10	0	2	15	-8	-3	4	3	-14
O=c1[nH]c(=O)n(Cc2ccco2)c(O)c1C=NCc1ccco1	-5	9	8	-4	-6	10	22	-2	4	13	7
CCN(CC)c1ccc(N=Cc2c(O)n(-c3ccc(OC)cc3)c(=O)[nH]c2=O)cc1	-4	7	4	6	-4	-28	6	3	3	1	-3
COC(=O)C1=C(c2ccccc2OCc2ccccc2)C[C@@H]2CC[C@H]1N2C(=O)NCc1ccc(OC)cc1	-8	-2	28	6	11	-2	4	5	9	-7	-12
CCCN(CC#CCO)CCC	2	14	x	-2	-1	14	19	6	9	3	8
CN1CCN(c2nc3ccccc3c(=O)n2-c2ccccc2)CC1	7	-8	2	8	4	2	4	-3	10	8	2
O=c1[nH]c(=S)n(C2CC2)c(O)c1C=NCCN1CCOCC1	15	15	-23	14	-6	11	-1	5	6	0	2
CC(C)(C)n1nnnc1C(CCc1ccccc1)N1CCC2(CC1)C(=O)NCN2c1ccccc1 (stereo not drawn)	6	0	-12	8	x	22	11	17	29	4	-23
CNC(=O)c1cccn(Cc2cccc(C(F)(F)F)c2)c1=O	-20	-50	32	10	-5	41	39	-6	21	25	-3
Cc1cccc(C)c1-n1nnnc1C(C1CC1)N1CCC2(CC1)C(=O)NCN2c1ccccc1 (stereo not drawn)	4	-2	-17	19	x	7	19	75*	37	11	-4
O=C1NC(=S)NC(=O)C1=Cc1cccc2cc3ccccc3cc12	95*	-10	99*	-15	7	-12	13	-28	0	-12	-36
O=C(O)CCn1cc(C=C2C(=O)NC(=O)NC2=O)c(-c2ccc(Br)cc2)n1	-7	-1	2	-6	9	0	9	-13	14	-5	3
COc1ccc(C(C)=O)cc1CC(C(=O)c1ccccc1)N(C)C (stereo not drawn)	-6	7	-36	0	-2	-16	-12	23	4	-17	14
CCN(CC)CCO	0	18	-4	-2	-3	-9	-6	-9	-7	-7	3
CN(C)C(=O)Oc1cccc2c(OC(=O)N(C)C)cccc12	-2	-5	-15	-5	-12	18	-24	8	-4	0	0
CCN1CCN(Cc2ccccc2C)CC1	11	-16	3	1	-4	3	8	-3	-12	2	-10
CCn1cc(CN2CCCC(C(=O)c3cccc(OC)c3)C2)c(C)n1 (stereo not drawn)	-6	-7	13	3	2	-31	9	3	4	-22	-7
O=C(/C=C/c1ccc2c(c1)OCO2)c1c(O)n(CCC2=CCCCC2)c(=O)[nH]c1=O	-22	4	2	9	-9	20	-21	19	51*	-10	-3
CN1C(=O)C(=CN2CCN(C(=O)c3ccco3)CC2)C(=O)N(C)C1=S	33	-4	-9	-1	-1	6	22	-5	19	4	1
CC(Cc1ccccc1)[n+]1cc(/N=C(\[O-])Nc2ccccc2)on1 (stereo not drawn)	8	-17	-2	-5	7	3	-6	-3	-23	-21	1
CCOc1ccc(-c2cc(C)[n+](CCN(CC)CC)c(-c3ccc(OCC)cc3)c2)cc1	23	66*	71	65*	34	78*	87*	43	-20	62*	-15
Cc1ccc(S(=O)(=O)N2Cc3ccccc3-n3nncc3C2)cc1	5	3	19	-8	2	-13	10	-1	-9	3	-4
CN(C)C(=O)NC(O)C(Cl)(Cl)Cl (stereo not drawn)	1	4	-6	-12	0	-4	-10	-9	6	-18	6
Cc1ccc(-n2c(O)c(/C=N/c3ncc(Br)cc3Br)c(=O)[nH]c2=O)cc1	22	15	-7	-2	-1	15	7	-7	6	2	8
CC(=O)OC1=CC[C@H]2[C@@H]3CC[C@H]4C[C@H](OC(C)=O)[C@@H](OC(C)=O)C[C@]4(C)[C@H]3CC[C@]12C	13	11	-37	18	2	8	19	8	-22	8	-19
CCOC(=O)COc1ccc(/C=C2\C(=O)NC(=S)N(c3ccc(OC)cc3)C2=O)cc1OC	-30	-2	-5	0	-2	-14	4	-2	8	14	4
COc1cc(C=C2C(=O)NC(=O)NC2=O)cc(OC)c1OC	16	8	-1	7	4	6	-2	3	15	9	0
CN1CCN(c2ccc([N+](=O)[O-])c(N/N=C3\CN4CCC3CC4)c2)CC1	0	-4	6	-1	-3	9	-10	-6	1	-2	-5
Cc1ccc(Cc2c(C)nc3nc(SCC(=O)N4CCC5(CC4)OCCO5)nn3c2C)cc1	1	3	-26	0	1	-4	5	23	4	6	-7
Cc1ccc2nc(-c3ccc(CN4CCC(n5c(=O)[nH]c6ccccc65)CC4)cc3)c(-c3ccccc3)nc2c1	x	17	x	28	x	x	11	22	13	x	x
CC(=O)NC1CC2CCCC(C1)N2 (stereo not drawn)	-10	-4	-8	-4	-2	14	-7	2	8	-9	6
CCn1ccnc1CN1CCCC(C(=O)c2ccc(OC)cc2OC)C1 (stereo not drawn)	-9	13	66	6	4	5	15	-3	2	-29	22
Cc1cc(Cl)ccc1OCC(=O)N1CCN(C)CC1	8	0	-2	2	-2	13	-17	-5	-17	-2	-20
C=CCCC1(C(C)C)C(=O)NC(=S)NC1=O	23	3	1	-14	3	7	-13	0	-22	10	-3
COc1ccc2c3c([nH]c2c1)C(C)=NCC3	-7	24	-2	14	7	-8	20	7	16	17	-21
CN1Cc2c(c(C#N)c(N)n(C)c2=S)CC1(C)C	6	x	-5	-3	-2	-1	-6	-3	-2	-6	-1
O=c1cccc2n1CC1CNCC2C1 (stereo not drawn)	16	-7	-26	-12	-4	-8	5	-10	10	-21	-10
CN(Cc1ccccc1)C(=O)CN1CCCC1=O	-6	-4	-16	-14	-7	-6	-6	1	5	15	11
O=C(CNC(=O)c1cccc(Cl)c1)Nc1ccc(Br)cc1C(=O)c1ccccc1	-35	10	0	6	11	10	2	9	10	-27	-5
O=P(C(Cl)Cl)(N1CCCCC1)N1CCCCC1	13	-3	-1	-11	-7	4	-24	-4	-1	-14	-6
CCC(=NCCN1CCCCC1)c1c(O)n(C)c(=O)n(C)c1=O	9	-1	-5	1	7	5	15	-5	-21	6	9
CN1C2C=C(N(C(=O)c3ccc(Cl)cc3)c3ccccc3)CC1CC2 (stereo not drawn)	4	10	-8	-8	-4	3	-1	31	-4	-5	-1
Cc1[nH]c2ccc(O)cc2c1CCN	0	12	1	-17	-7	-1	3	1	1	4	-2
O=c1[nH]c(=O)n(-c2ccc(Cl)cc2)c(O)c1C=Nc1ccc(S(=O)(=O)Nc2nccs2)cc1	-8	-1	-11	2	-16	1	-11	4	11	4	1
C[C@]12CCC3C(CC[C@H]4C[C@@H](O)[C@H](O)C[C@]34C)C1CC[C@@H]2O (stereo partly drawn)	-3	11	-11	16	0	-49	-23	-2	10	-39	4
COc1ncccc1C(=O)NCC(CC(=O)O)c1ccccc1 (stereo not drawn)	-8	12	-23	4	0	-1	3	1	-3	1	6
CN1CC2=CC(O)CC3Oc4c(O)ccc(c4[C@]23C)C1 (stereo partly drawn)	-2	6	14	9	-3	7	-23	3	-12	-13	10

The list goes on, starting with the last two of the part before.
SMILES	CF NFkB block	NR2F2 inh	Shn3 3UTR inh	TRAIL sens C8	LMP1 NFkB inh	SRC3 inh	LRH-1 inv ag	TROY NFkB inh	TWEAK Fn14 block	SRC1 inh	KKLEB tox
COc1ncccc1C(=O)NCC(CC(=O)O)c1ccccc1 (stereo not drawn)	-8	12	-23	4	0	-1	3	1	-3	1	6
CN1CC2=CC(O)CC3Oc4c(O)ccc(c4[C@]23C)C1 (stereo partly drawn)	-2	6	14	9	-3	7	-23	3	-12	-13	10
O=C(c1ccccc1)c1ccc(N=Nc2c(O)[nH]c(=O)[nH]c2=O)cc1	31	7	-23	1	4	17	21	-37	-20	19	-20
O=C(Cn1nc(Cc2cccnc2)c2ccccc2c1=O)N1CCC2(CC1)OCCO2	16	-9	-6	-6	15	-11	7	12	3	4	-4
COc1cc(-c2ccc(N)c(OC)c2)ccc1N	10	-7	-3	-10	-6	-3	17	-9	-5	-31	-5
CC1CN=C(NCc2ccccc2)S1 (stereo not drawn)	2	-3	0	5	-1	8	-7	-53	-15	6	-29
CCOP(=S)(OCC)SCC(=O)NC(C(=O)O)C(C)C (stereo not drawn)	1	12	-28	-6	-2	10	-3	16	-2	-29	6
C#CCNc1ccncc1S(=O)(=O)NC(=O)NC(C)C	3	2	2	3	2	-7	-6	4	-5	4	7
CCN(CC)P(=O)(NC(=O)C(Cl)(Cl)Cl)N(CC)CC.[Cl-].[Cl-].[Cl-].[Nd+3]	-15&9	1&9	12&5	3&-1	4&-21	-12&12	17&11	7&3	5&20	-3&14	4&9
O=c1[nH]c(=O)n(CCC2=CCCCC2)c(O)c1C=NCc1cccnc1	10	2	15	-12	0	11	-7	2	2	12	-1
CC(=Nc1c(C)n(C)n(-c2ccccc2)c1=O)c1c(O)n(Cc2ccccc2)c(=O)[nH]c1=O	-1	4	1	5	-2	19	2	-13	9	8	8
COc1ccc(C2SCC(=O)Nc3c2c(C)nn3-c2ccccc2)cc1OC (stereo not drawn)	13	2	18	3	-5	10	0	3	12	-13	-6
CC1CCC(N2CCN(C(=O)COc3ccccc3)CC2)CC1 (stereo not drawn)	3	3	-7	2	1	-3	-4	-1	0	-2	1
CCCCCn1c(=O)c(C(=O)NC(C)c2ccccc2)c(O)c2ccccc21 (stereo not drawn)	-2	-28	u	5	-2	3	12	12	10	-4	-3
Cc1ccc(-c2nc3ccccc3c(=O)n2-c2ccc(O)cc2)cc1	-20	-5	1	4	-5	-1	-13	21	30	-2	13
CSCCC(c1nnnn1C(C)(C)C)N1CCC(n2c(=O)[nH]c3ccccc32)CC1 (stereo not drawn)	-10	23	-15	6	x	-18	14	10	1	-14	-1
O=c1c2ccccc2nc(-c2ccco2)n1-c1ccncc1	-8	-3	6	-7	0	-2	-11	4	2	-1	9
NC(N)=N/N=C/c1ccc(N(c2ccccc2)c2ccccc2)cc1	-5	-32	95*	69*	4	7	7	69*	12	-17	0
